KB-V1 MDR tox: kills drug-selected multidrug resistant KB-V1 cells. KB-V1 MDR cells viability, CellTiter-Glo, 72 h. Potency, µM (titrated, usually from 46.1 µM), for inactives: top-dose activity change, negative = cytotoxicity, usual class: cytotoxic. 3.4% of 400,000 active. AID 1347076; further: potency means the concentration at half of the fitted maximal effect; on the % scale 0 is the no-effect control and ±100 the full control effect; nearly all actives have a fitted effect of over 60% in size
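Potencies derive from concentration-effect curves fitted to normalized luminescence (CellTiter-Glo) of KB-V1 cells treated for 72 h at 37 degrees C in phenol-red-free DMEM containing 10% FBS.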
aSyn yeast inh: alpha-synuclein toxicity inhibition in yeast. Potency, µM (doses to about 46.1 µM), for the others: top-dose growth rescue (activation), actives largely listed as activators. Yeast expressing alpha-synuclein, growth rescue, BacTiter-Glo, 24 h. 0.14% of 370,000 active. AID 652106; further: potency means the concentration at half of the fitted maximal effect; % of control where 0% means no effect; nearly all actives have a fitted effect of over 65% in size
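Galactose-induced alpha-syn yeast (OD600=0.02, raffinose-pregrown) + pinned cpd, 24 hr, 30 deg C; growth by BacTiter-Glo luminescence. Growth restoration scores as activation.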
D3 ag: agonists of human D3 dopamine receptor; D3R DiscoveRx beta-arrestin cells, luminescence, 90 min; max activation, %; 0.58% of 410,000 active; AID 652048; in the data active means max activation above about 30%; further: 0% is about no effect; mostly tested at two doses, the higher about 12 µM
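Agonist-mode cell screen: cells plated at 1500/well and incubated overnight at 37 °C, then exposed to library compounds for 90 min at 37 °C. Detection reagent was added for 30–60 min at room temperature, and luminescence was read.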
PTHR1 ag: PTHR1 (human) receptor agonism; Potency, µM (titrated, usually from 115 µM), inactives show at the top dose activation, usual class: activators; HEK293 GP2 PTHR1 cells, GloSensor cAMP luminescence, 1 h; Q03431; 0.075% of 410,000 active; AID 743266; further: potency means the concentration at half of the fitted maximal effect; nearly all actives have a fitted effect of over 55% in size; some results filed as inactive show a strong effect at the top dose; inactives centre near -15; many of its hits are not listed in these tables
Target sequence (Q03431 whole entry, looked up): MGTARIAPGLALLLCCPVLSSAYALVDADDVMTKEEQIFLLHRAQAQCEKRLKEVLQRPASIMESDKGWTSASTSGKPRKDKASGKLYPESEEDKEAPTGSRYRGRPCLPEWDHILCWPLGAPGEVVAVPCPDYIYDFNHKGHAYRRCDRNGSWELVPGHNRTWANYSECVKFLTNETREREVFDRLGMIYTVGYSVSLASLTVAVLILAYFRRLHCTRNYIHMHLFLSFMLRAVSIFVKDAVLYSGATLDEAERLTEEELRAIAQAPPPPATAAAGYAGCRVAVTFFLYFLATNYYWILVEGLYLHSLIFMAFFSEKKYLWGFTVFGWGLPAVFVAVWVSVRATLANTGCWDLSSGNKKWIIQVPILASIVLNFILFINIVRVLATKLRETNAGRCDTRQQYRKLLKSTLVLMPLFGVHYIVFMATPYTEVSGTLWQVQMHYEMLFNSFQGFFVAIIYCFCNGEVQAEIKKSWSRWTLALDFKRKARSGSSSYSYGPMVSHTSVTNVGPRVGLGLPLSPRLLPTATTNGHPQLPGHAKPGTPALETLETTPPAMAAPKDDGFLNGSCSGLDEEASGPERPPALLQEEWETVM
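HEK-293-derived GP2 cells expressing PTHR1 and a GloSensor cAMP reporter, 3,000/well, plated overnight, given luciferin plus IBMX (each 0.5 mM as added) for 1 h at 37 °C, then compound for 1 h at 37 °C. Luminescence was read after 15 min at room temperature.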
DRD3 antagonist: antagonists of human D3 dopamine receptor. 2.5% of 360,000 active. P35462. max response, negative = inhibition, %. D3R cells, DiscoveRx beta-arrestin luminescence, antagonist mode; stronger effect = lower value; in the data active means max response below about -50%; inconclusive means no clear call, values can overlap the other calls; further: on the % scale 0 is the no-effect control and ±100 the full control effect; mostly tested at two doses, the higher about 12 µM
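Cells plated overnight at 1500 cells/well, then exposed to library compounds with dopamine controls for 90 minutes at 37 degrees C. DiscoveRx reagent added for 30–60 minutes at room temperature; luminescence read, quantitative HTS format.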
GLP-1R inv ag: inverse agonists of human GLP-1 receptor; P43220; HEK293 GLP-1R CRE-luciferase, luminescence, 24 h; GLP-1R form is constitutively active; Potency, µM (highest dose often 38.3 µM), inactives show top-dose activity change, negative = inhibition, usual class: inhibitors; 1.6% of 410,000 active; AID 624417; further: potency means the concentration at half of the fitted maximal effect; on the % scale 0 is the no-effect control and ±100 the full control effect; nearly all actives have a fitted effect of over 55% in size
Target sequence (P43220 whole entry, looked up): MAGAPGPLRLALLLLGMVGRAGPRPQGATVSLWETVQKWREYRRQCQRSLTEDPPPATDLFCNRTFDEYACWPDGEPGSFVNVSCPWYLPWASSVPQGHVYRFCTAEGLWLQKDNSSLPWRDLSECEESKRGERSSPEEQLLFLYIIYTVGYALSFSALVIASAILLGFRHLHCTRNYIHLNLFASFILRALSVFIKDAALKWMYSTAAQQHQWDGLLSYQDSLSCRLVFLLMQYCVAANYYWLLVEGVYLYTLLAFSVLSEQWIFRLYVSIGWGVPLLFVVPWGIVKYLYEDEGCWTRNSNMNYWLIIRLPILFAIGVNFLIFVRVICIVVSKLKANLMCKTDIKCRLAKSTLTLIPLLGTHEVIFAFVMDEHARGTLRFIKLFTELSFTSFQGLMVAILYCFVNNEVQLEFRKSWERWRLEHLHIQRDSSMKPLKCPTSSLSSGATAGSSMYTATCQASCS
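Luminescence readout: a drop in cAMP-driven luciferase signal flags inverse agonism at a constitutively active GLP-1R stably expressed in HEK293. Compound exposure lasted 24 hr at 37 deg C, 5% CO2.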
GLP1R ag: activates the human GLP-1 receptor; P43220; HEK293 GLP-1R CRE-luciferase, luminescence, 4-6 h; cells express a hypersensitive GLP-1R form; Potency, µM (doses to about 45.6 µM), without a hit: at the top dose activation, actives largely listed as activators; 0.007% of 380,000 active; further: potency means the concentration at half of the fitted maximal effect; % of control where 0% means no effect
TDP-43 yeast inh: rescues yeast growth from TDP-43 toxicity; 1.8% of 410,000 active; Potency, µM (doses to about 46.1 µM), without a hit: at the highest dose growth rescue (activation), actives largely listed as activators; TDP-43 expressing yeast growth rescue, BacTiter-Glo, 24 h; further: potency means the concentration at half of the fitted maximal effect; % of control where 0% means no effect; nearly all actives have a fitted effect of over 50% in size
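Growth rescue of TDP-43-toxic yeast measured as ATP luminescence (BacTiter-Glo). Cells grown to mid-log in raffinose, induced in galactose at OD600=0.02, exposed to compound 24 hr at 30 deg C.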
GLP1R cytotox: cytotoxic in the GLP-1 receptor inverse agonist counter-screen; HEK293 cAMP-luciferase reporter cells, luminescence, 24 h; Potency, µM (series often up to 38.3 µM), for inactives: top-dose activity change, negative = inhibition, actives largely listed as inhibitors; 0.13% of 410,000 active; AID 624418;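 further: loss of luciferase light is scored as toxicity; potency means the concentration at half of the fitted maximal effect; on the % scale 0 is the no-effect control and ±100 the full control effect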
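To flag toxic compounds, the library was rerun on cells for 24 hr at 37 deg C and 5% CO2. Viability-linked luminescence was captured 12 min after adding luciferase detection reagent.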
* hit, by the source's call; i = inactive; ? = inconclusive; . = not tested or not shown; & = joins results of further samples; [ ] = another dose, or the depositor's remark. Unless noted, the call rests on the fitted dose curve; in most records, active means well fitted curve in the direction sought with a large enough effect; inconclusive means small, poorly fitted or top-dose-only effect, or another doubt; inactive means no such curve, though single readings can be large; an effect the other way counts as inactive or inconclusive. This is a subset. The share of hits here may be higher or lower than overall.

no.	SMILES	KB-V1 MDR tox	aSyn yeast inh	D3 ag	PTHR1 ag	DRD3 antagonist	GLP-1R inv ag	GLP1R ag	TDP-43 yeast inh	GLP1R cytotox
1	COc1ccc(/C=N/NC(=O)c2cc(C)oc2C)cc1OC	0%	-5%	-2	i	0	76%[activator]	23%	-4%	-5%
2	CC(NC(=O)C(=O)N1CCCCC1)C(c1cccs1)N1CCN(c2ccccc2)CC1 (stereo not given)	15%	-10%	4	i	-10	?	2%	-13%	2%
3	Cn1cccc1C(=O)OCC(=O)NCCc1ccccc1	-3%	0%[1.84 µM]	-2	i	6	-13%	-1%	?	4%
4	O=C(COC(=O)CNC(=O)c1ccccc1F)NC1CC1	0%	0%	2	?	6	-6%	0%	-19%	20%
5	C[C@H](N)c1nnc(SCc2ccc(Cl)cc2Cl)o1	-22%	1%	1	i	13	14%	4%	17%	6%
6	N#CC1=C(N)Oc2n[nH]c(-c3ccccc3)c2C1c1ccsc1 (stereo not given)	1%	2%	-1	-8%[57.5 µM]	15	8%	2%	-7%	-6%
7	CCCCOC(=O)CCn1c(=S)oc2ccccc21	4%	16%	4	i	14	?	21%	?	-12%
8	COC(=O)C1=C(C)NC(=O)NC1c1cccc(OC)c1OCc1ccccc1 (stereo not given)	?	-2%	4	i	25	2%	3%	15%	-17%
9	c1ccc(SCc2cc(-c3ccccc3)no2)cc1	-14%	-8%	-3	-64%[inhibitor]	?	?	14%	2%	3%
10	CCN1CCN(CCCNC(=O)c2cnn(-c3ccc(C)cc3)c2C2CCN(C(=O)OC(C)(C)C)CC2)CC1	11%	.	5	i	.	-6%	.	-2%	-3%
11	CC(C)CCC(C(=O)O)C(C)CC(=O)NC1CCCCC1 (stereo not given)	23%	3%	11	i	20	-4%	-7%	-2%	-9%
12	CCOc1ccc(Sc2cc(C(=O)NCc3ccccc3Cl)c3ccccc3n2)cc1	.	.	0	i	.	4%	.	0%	10%
13	CCN(Cc1ccccc1)S(=O)(=O)c1cc(C(=O)OC)n(C)c1	-21%	3%	-3	i	-6	-7%	5%	24%	3%
14	CCOC(=O)c1c(CC(C)C)csc1N	18%	-3%	5	-20%	0	?	20%	13%	6%
15	COC(=O)/C(=C/c1ccc(OC)cc1)NC(=O)c1ccco1	-5%	-14%	-3	19%	-20	2%	-18%	8%	8%
16	CCCCN1C(=O)C2Cc3c([nH]c4ccccc34)CN2C1=S (stereo not given)	?	15%	-3	-13%	3	?	0%	18%	25%
17	CCCOc1ccc([N+](=O)[O-])cc1C1NC(=S)NC(c2ccccc2)=C1C(=O)OCC (stereo not given)	-7%	8%	-9	-28%[57.5 µM]	-28	?	-11%	2%	-17%
18	O=C(COC(=O)c1cccc(O)c1)Nc1nnc(-c2ccccc2)o1	1%	-3%	2	-13%	2	0%	-15%	26%	-3%
19	CCOC(=O)c1[nH]c2ccccc2c1NC(=S)Nc1ccccc1C	-10%	0%	-3	-12%	0	11%	-3%	10%	11%
20	Cn1cc(/C=C2\SC(=S)N(NC(=O)c3ccccc3)C2=O)c2ccccc21	0%	-3%	2	i	2	0%	0%	3%	6%
21	CCC(C)n1c(C)cc(=O)n1C(C)CC (stereo not given)	-17%	-6%	-9	i	13	20%	3%	18%	-4%
22	O=C1Cc2ccccc2N1c1c(Cl)cccc1Cl	-13%	-1%	5	-10%	0	?	-6%	?	-8%
23	Cc1c(OCC(=O)N[C@@H](Cc2ccccc2)C(=O)O)ccc2c1oc(=O)c1ccccc12	-2%	4%	31*	-25%	9	6%	1%	0%	-3%
24	CNC(=O)NC(=O)C(C)OC(=O)c1c(C)noc1C (stereo not given)	24%	-3%	-1	i	-9	3%	1%	-19%	24%
25	Cc1ccc(C2C(C(=O)c3cc4ccccc4o3)=C(O)C(=O)N2CCN2CCOCC2)o1 (stereo not given)	7%	3%	-10	i	-56*	48%[activator]	11%	-6%	17%

Additional entries:
no.	SMILES	KB-V1 MDR tox	aSyn yeast inh	D3 ag	PTHR1 ag	DRD3 antagonist	GLP-1R inv ag	GLP1R ag	TDP-43 yeast inh	GLP1R cytotox
26	Cc1ccc(-c2nc3ncccn3c2Nc2ccc3c(c2)OCCO3)cc1	17%&2%	-14%	-7&1	i	?	2%&8%	1%&4%	4%&0%	4%&-6%
27	COc1ccc(N2CCN(C(=O)CN(C)S(=O)(=O)c3cnc[nH]3)CC2)cc1	-14%	0%	2	i	0	17%	0%	-1%	-4%
28	CCc1ccc(N2C(=O)Cc3c2nc(N)c(C#N)c3N)cc1	?	-6%	-2	-8%	-6	0%	15%	0%	5%
29	O=[N+]([O-])c1ccc(Cl)c(C2Nc3cccc4cccc(c34)N2)c1	?	14%	1	?	0	0%	5%	?	-28%
30	CCCC1=C(C(=O)OCC)C(c2ccco2)n2ncnc2N1 (stereo not given)	4%	-4%	8	-1%	-22	15%	9%	10%	11%
31	CN(Cc1ccccc1)C(=O)c1ccc(NC2=NC3CS(=O)(=O)CC3S2)cc1 (stereo not given)	5%	-3%	2	i	-1	1%	-1%	1%	4%
32	O=C(Nc1ncc(Cl)cc1Cl)c1c(F)cccc1Cl	-6%	-9%	-24	i	-10	-6%	3%	9%[9.22 µM]	-4%
33	COc1ccc(C(=O)NCC(c2cccs2)S(=O)(=O)c2cccs2)cc1 (stereo not given)	11%	.	5	i	.	-20%	.	25%	-11%
34	CCOC(=O)C1(Cc2cccc(Cl)c2)CCCN(C(=O)CCC(=O)N(C)C)C1 (stereo not given)	?	-1%	-2	-5%	-18	7%	0%	-3%	-7%
35	CCCC1=NN2C(=N)/C(=C\c3ccc(OCCOc4ccc(NC(C)=O)cc4)c(OC)c3)C(=O)N=C2S1	10%	1%	10	-12%	11	12%	3%	2%	7%
36	Nc1c(Cl)cc(C2=NCCn3c2c2ccc(C(F)(F)F)cc2[n+]3[O-])cc1Cl	7%	-4%	-6	-55%[inhibitor]	1	-8%	15%	13%	1%
37	CCCN1CCN(CCCNC(=O)c2ccc3nc(Cc4ccccc4)oc3c2)CC1	?	.	-14	-5%	.	-4%	.	-1%	4%
38	CCN(Cc1ccccc1)S(=O)(=O)c1ccc(S(=O)(=O)N(Cc2cccc(OC)c2)CC2CCCO2)cc1 (stereo not given)	-21%	8%	-10	i	15	-12%	-6%	-18%	-16%
39	O=C(NCC1OCCCN1S(=O)(=O)c1ccc(F)cc1)C(=O)NC1CCCC1 (stereo not given)	-23%	-3%	0	i	7	-4%	4%	0%	3%
40	CCOC(=O)NC(C(Cl)(Cl)Cl)S(=O)(=O)c1ccccc1 (stereo not given)	-14%	-3%	-3	-8%	-17	47%[activator]	-2%	-18%	10%
41	CN(C)c1ccc(CNC(=O)CN2C(=O)COc3ccc(S(=O)(=O)N4CCCC4)cc32)cc1	7%	-7%	-1	i	-7	0%	1%	-12%	4%
42	O=C(NCc1cccc(Cl)c1)C(=O)Nc1ccc2nc3n(c(=O)c2c1)CCCCC3	-5%	.	4	i	.	12%	.	15%	-13%
43	COc1ccc(C)cc1NC(=O)CSc1nc(=O)n(Cc2ccco2)c2c1CCC2	-6%	.	-24	-38%[inhibitor]	.	0%	.	-11%	-8%
44	O=C(Nc1cccc(Cl)c1)c1c(NC(=O)C(F)(F)F)sc2c1CCCC2	12µM*	.	2	-95%[inhibitor]	.	?	.	?	?
45	Cc1cccc(NC(=O)CN2C(=O)C3CC=CCC3C2=O)c1C (stereo not given)	17%	-9%	5	i	-9	4%	-3%	5%	5%

Compounds 27 through 36, quoted:
no.	SMILES	KB-V1 MDR tox	aSyn yeast inh	D3 ag	PTHR1 ag	DRD3 antagonist	GLP-1R inv ag	GLP1R ag	TDP-43 yeast inh	GLP1R cytotox
27	COc1ccc(N2CCN(C(=O)CN(C)S(=O)(=O)c3cnc[nH]3)CC2)cc1	-14%	0%	2	i	0	17%	0%	-1%	-4%
28	CCc1ccc(N2C(=O)Cc3c2nc(N)c(C#N)c3N)cc1	?	-6%	-2	-8%	-6	0%	15%	0%	5%
29	O=[N+]([O-])c1ccc(Cl)c(C2Nc3cccc4cccc(c34)N2)c1	?	14%	1	?	0	0%	5%	?	-28%
30	CCCC1=C(C(=O)OCC)C(c2ccco2)n2ncnc2N1 (stereo not given)	4%	-4%	8	-1%	-22	15%	9%	10%	11%
31	CN(Cc1ccccc1)C(=O)c1ccc(NC2=NC3CS(=O)(=O)CC3S2)cc1 (stereo not given)	5%	-3%	2	i	-1	1%	-1%	1%	4%
32	O=C(Nc1ncc(Cl)cc1Cl)c1c(F)cccc1Cl	-6%	-9%	-24	i	-10	-6%	3%	9%[9.22 µM]	-4%
33	COc1ccc(C(=O)NCC(c2cccs2)S(=O)(=O)c2cccs2)cc1 (stereo not given)	11%	.	5	i	.	-20%	.	25%	-11%
34	CCOC(=O)C1(Cc2cccc(Cl)c2)CCCN(C(=O)CCC(=O)N(C)C)C1 (stereo not given)	?	-1%	-2	-5%	-18	7%	0%	-3%	-7%
35	CCCC1=NN2C(=N)/C(=C\c3ccc(OCCOc4ccc(NC(C)=O)cc4)c(OC)c3)C(=O)N=C2S1	10%	1%	10	-12%	11	12%	3%	2%	7%
36	Nc1c(Cl)cc(C2=NCCn3c2c2ccc(C(F)(F)F)cc2[n+]3[O-])cc1Cl	7%	-4%	-6	-55%[inhibitor]	1	-8%	15%	13%	1%
